Screening results from PubChem BioAssay.
FAS TE block: blocks the thioesterase domain of human fatty acid synthase | P49327 | recombinant FAS-TE, OMFH fluorogenic substrate, fluorescence endpoint | inhibition, % at 15 µM | hit rate 0.67% among 360,000;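 active = compounds whose normalised, plate-corrected inhibition of enzyme fluorescence in the single-dose primary screen is 50% or more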;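 also: 0% = DMSO with enzyme and 100% = substrate without enzyme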
CendR NRP1 mod: NRP-1/CendR interaction modulation | O14786 | FAM-RPARPAR peptide binding to NRP-1, fluorescence polarization | AID 602438 | inhibition, % at 25 µM | hit rate 0.85% among 360,000;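 active = inhibition or corrected inhibition above about 18%, plus a signal ratio from 0.5 to 1.5, limit read from the data, passing the limit was not always enough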; also: strong numbers were not always called active
bovine MsrA act: bovine methionine sulfoxide reductase A activation | purified bovine MsrA, absorbance read-out | activation, % at 10.6 µM | AID 602163 | hit rate 0.3% among 360,000; in the data active = activation above about 7.5%;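 also: 0% = vehicle and 100% = reference activator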
TbMetRS inhib: blocks T. brucei methionyl-tRNA synthetase activity; purified T. brucei MetRS, ATP depletion, Kinase-Glo luminescence; inhibition, % at 11.9 µM; hit rate 0.4% among 360,000; AID 624268;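 active = inhibition above a per-plate cutoff of the control wells' mean inhibition plus 3 SD, cut at about 5.5% in these data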;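 also: 0% = DMSO wells median and 100% = median of wells with control inhibitor compound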
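Assay system: T. brucei methionyl-tRNA synthetase, purified | Medium: HEPES buffer with MgCl2, KCl, DTT, spermine, BSA, pyrophosphatase | Compound: 11.9 µM single point | Incubation: 15 min enzyme-compound preincubation, 2 h reaction, 10 min detection, 25 °C | Measured by: Kinase-Glo luciferase luminescence reporting remaining unconsumed ATP | Measure: % inhibition normalized to control-well medians | Replication: Singlicate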
MsrA inh: inhibitors of bovine MsrA; purified bovine MsrA, absorbance read-out; inhibition, % at 15.5 µM; hit rate 0.75% among 360,000; in the data active = inhibition above about 4.5%;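 also: 0% = vehicle wells with enzyme and 100% = reference inhibitor wells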
PABP1 MLLE inh: inhibitors of microRNA-mediated deadenylation, human PABP1 MLLE binding; inhibition, % at 20 µM; AID 588489; hit rate 0.36% among 360,000; P11940; GST-MLLE / FITC-PAM2 fluorescence polarization; in the data active = inhibition above about 35%, passing the limit was not always enough;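 also: plate controls were DMSO wells with GST-MLLE for no effect and wells lacking GST-MLLE protein for full effect; some results filed as inactive read as strong as hits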
Target sequence (P11940 whole entry, looked up): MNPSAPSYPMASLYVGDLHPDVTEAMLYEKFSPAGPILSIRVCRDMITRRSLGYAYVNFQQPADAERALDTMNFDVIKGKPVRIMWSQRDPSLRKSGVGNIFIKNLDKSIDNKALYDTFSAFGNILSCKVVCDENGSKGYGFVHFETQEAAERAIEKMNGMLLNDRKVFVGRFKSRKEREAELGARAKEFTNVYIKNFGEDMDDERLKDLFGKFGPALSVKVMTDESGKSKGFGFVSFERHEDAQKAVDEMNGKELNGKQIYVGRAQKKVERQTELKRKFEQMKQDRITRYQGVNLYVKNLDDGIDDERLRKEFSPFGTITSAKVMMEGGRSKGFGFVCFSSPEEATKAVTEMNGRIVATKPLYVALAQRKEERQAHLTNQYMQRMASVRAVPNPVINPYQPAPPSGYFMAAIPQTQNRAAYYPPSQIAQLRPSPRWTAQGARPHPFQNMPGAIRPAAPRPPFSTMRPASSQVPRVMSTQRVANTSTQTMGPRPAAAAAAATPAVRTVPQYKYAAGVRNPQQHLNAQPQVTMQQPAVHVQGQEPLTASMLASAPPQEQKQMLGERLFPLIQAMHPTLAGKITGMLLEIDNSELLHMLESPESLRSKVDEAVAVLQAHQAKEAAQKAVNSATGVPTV
MT1-MMP act inh: MT1-MMP (human) activation inhibition; HT1080 RFP-PRO-GFP cells, GFP/RFP ratio fluorescence, overnight; percent of plate control window, DMSO zero; AID 651647; hit rate 0.061% among 360,000; GFP/RFP ratio change, % at 20 µM;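 active = GFP/RFP ratio change of at least 30% with cell ATP level not reduced by more than half and red fluorescence within 50% of control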; also: strong numbers were not always called active
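Assay system: RFP-PRO-GFP reporter HT1080 cells; read-out basis: GFP/RFP fluorescence ratio; benchmarks: DMSO wells and RFP-L50D-GFP cells; doses: 20 µM single dose, 1% DMSO; schedule: overnight cell settling, then overnight compound exposure, 37 °C, 5% CO2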
E coli Lon inh: inhibits E. coli Lon protease; inhibition, % at 7.94 µM; purified E. coli Lon protease, fluorescence polarization; hit rate 0.42% among 360,000; P0A9M0; in the data active = inhibition above about 13%, passing the limit was not always enough;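 also: 0% = enzyme with probe and DMSO and 100% = no enzyme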
SKN-1 inh: C. elegans SKN-1 inhibition. C. elegans VP596 Pgst-4::GFP/RFP ratio, acrylamide-induced, 24 h. hit rate 0.49% among 360,000. inhibition, % at 21.8 µM;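 active = interference check ratio from 0.5 to 1.5 plus GFP to RFP signal ratio inhibition reaching or exceeding a fixed threshold, cut at about 30% in these data, passing the limit was not always enough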; also: some compounds called inactive have numbers as strong as hits
Numbers without * were called inactive; x = not tested or not shown.

SMILES | FAS TE block | CendR NRP1 mod | bovine MsrA act | TbMetRS inhib | MsrA inh | PABP1 MLLE inh | MT1-MMP act inh | E coli Lon inh | SKN-1 inh
Cc1ccc(NC2c3ncccc3C(=O)N2Cc2ccc(F)cc2)cc1 (stereo not given) | 5 | 0 | -2 | 0.0 | 0.1 | 12 | 0 | -6 | 7
O=C(O)CN1C(=O)/C(=C\c2cccc(OCc3ccc(F)cc3)c2)SC1=S | -25 | -26 | -3 | 1.0 | 1.3 | 30 | 0 | -2 | -1
CCOc1ccc2nc(NC(=O)C3CCCN(S(=O)(=O)c4cccs4)C3)sc2c1 (stereo not given) | 14 | 0 | -6 | -1.8 | -0.2 | -4 | -8 | -6 | -23
Cc1ccc(C(CNC(=O)c2ccc(Br)o2)N2CCN(C)CC2)cc1 (stereo not given) | -3 | -5 | 1 | -0.4 | -0.6 | 16 | -1 | -13 | 7
CCC1CCCCN1Cc1nc2c(c(=O)n(C)c(=O)n2C)n1Cc1cccc2ccccc12 (stereo not given) | 4 | -5 | -8 | -0.9 | x | -3 | 2 | -6 | -29
O=C(NCc1ccco1)c1c(O)c2cccc3c2n(c1=O)CCC3 | 5 | -1 | -3 | -0.9 | 0.5 | -7 | -6 | -8 | 19
Cc1coc2c(C)c3oc(=O)c(CC(=O)N[C@@H](CC(C)C)C(=O)O)c(C)c3cc12 | -7 | -2 | -5 | -1.0 | 0.3 | 6 | -3 | 1 | -3
CCCNC(=O)[C@H](Cc1c[nH]c2ccccc12)NC(=O)c1ccccc1Cl | -6 | -6 | -4 | -1.1 | 0.0 | -7 | 0 | -11 | 0
Cc1csc(NC(=O)CSc2ccc(-c3ccccc3)nn2)n1 | 0 | -7 | -4 | -0.9 | x | -1 | 11 | 2 | 9
O=C(c1cccc(S(=O)(=O)N2CCCCC2)c1)N1CCOCC1 | -3 | -8 | 2 | -0.6 | 0.2 | -2 | 1 | 1 | 7
CCOC(=O)N1CCN(C(=O)c2ccc3c(c2)sc2nc(-c4ccc(OC)cc4)cn23)CC1 | 1 | -2 | 1 | -0.3 | -0.4 | 30 | 3 | 7 | 3
C=CCn1c(SCC(=O)Nc2ccc(Br)cc2)nc(O)cc1=O | -9 | -8 | -1 | -0.3 | 0.3 | -4 | -7 | -12 | 8
COc1ccccc1CCc1nnc(CCC(=O)NCCOc2cccnc2)o1 | -6 | 11 | 1 | -0.2 | -0.5 | 2 | 1 | -10 | 2
COC(=O)CSc1nc(Cc2ccccc2)nc2ccccc12 | 10 | 1 | 2 | 0.0 | 0.1 | 7 | 2 | 2 | -3
CC(C)C(=O)N(c1ccc(F)cc1)C1C=CS(=O)(=O)C1 (stereo not given) | -8 | -1 | -1 | -0.1 | 0.8 | 4 | 1 | -9 | 4
COc1ccc(-c2cc(N)n(S(=O)(=O)c3ccc(C)cc3)n2)c(OC)c1 | 6 | 4 | -4 | -0.1 | 0.0 | 6 | -2 | 1 | 0
Cc1ccc(N(CC(=O)NC(C)C)C(=O)CCC(=O)Nc2ccccn2)cc1 | -3 | -5 | -2 | 2.4 | -0.1 | 13 | -2 | -11 | 10
C=CCn1c(SCC(=O)NCc2ccc3c(c2)OCO3)nc2scc(-c3ccc(F)cc3)c2c1=O | 12 | -5 | -5 | -1.9 | -0.7 | 12 | -2 | -5 | -13
O=S(=O)(Nc1ccncc1)c1ccc(Cl)cc1 | -7 | 1 | 1 | -0.1 | -0.9 | 4 | 1 | 1 | -25
COc1ccc(NC(=O)Cn2nc([N+](=O)[O-])c(Cl)c2C)cc1OC | 1 | 4 | -2 | -0.1 | 1.5 | 7 | 2 | 7 | -3
Cc1nc2c(=O)n(-c3ccc(F)cc3F)nc(C)c2s1 | -5 | 0 | 3 | 0.3 | -1.6 | -4 | 1 | -3 | -4
Cc1ccccc1OCC(=O)Nc1ccc2oc(=O)ccc2c1 | 3 | 4 | -3 | 0.3 | 0.6 | 11 | 0 | 11 | -10
CCOc1cc(/C=C2\SC(=N)N(c3nccs3)C2=O)ccc1OCCN1CCOCC1 | -3 | -27 | -8 | -0.8 | 2.3 | -10 | 5 | -3 | 2
CCn1c(SCC(=O)Nc2sc(C)c(C)c2C#N)nnc1C1CC1 | -4 | -5 | -2 | -0.4 | -0.8 | 0 | 6 | -6 | -5
O=[N+]([O-])c1ccc(S(=O)(=O)NCC(c2cccnc2)N2CCc3ccccc3C2)cc1 (stereo not given) | 18 | -6 | -2 | -0.1 | -1.5 | 16 | 1 | -2 | 13
Cc1nnc(SC(C)C(=O)NC2CCCCC2)s1 (stereo not given) | -6 | -4 | -8 | -0.5 | -0.7 | -7 | 2 | 3 | -2
Nc1nccnc1C(=O)N/N=C/c1ccco1 | -4 | 16 | -2 | -0.9 | 1.1 | 1 | -2 | -3 | -5
CCc1ncc(C(=O)c2ccc(OC)cc2)n1C | -12 | 2 | -12 | -1.2 | 1.2 | -12 | 7 | 3 | 2
Cc1cccc(NS(=O)(=O)c2ccc3c(c2)NC(=O)CC(=O)N3)c1 | -5 | -9 | -7 | -0.9 | -1.0 | 5 | -1 | -2 | 0
CCCCOc1ccc2c(C)cc(=O)oc2c1OCCCC | 28 | 0 | -2 | 0.3 | -0.9 | 1 | -1 | 2 | 3
Cc1ccc(S(=O)(=O)N2CCN(Cc3cccc(F)c3)CC2)cc1 | 19 | 7 | -3 | -2.5 | -0.8 | 10 | -3 | -5 | 8
COc1cccc(C2c3[nH]c4ccccc4c3CCN2Cc2cnn(C)c2)c1 (stereo not given) | -2 | -8 | -1 | -0.2 | -1.2 | 12 | -2 | 4 | -2
Cc1ccc(/C=C/C(=O)c2c(C)cc(C)[nH]c2=O)cc1 | -2 | -6 | -5 | 0.4 | x | 13 | -9 | -6 | 9
CCCCCC(O)(c1ccccc1)C(CN1CCOCC1)c1ccccc1 (stereo not given) | 14 | 5 | -1 | -0.9 | 0.7 | 4 | -25 | 4 | -7
c1ccc2c(c1)OCCOCCOCCOCCOCCOc1ccccc1OCCOCCOCCO2 | -12 | 0 | -3 | -0.1 | 1.6 | -20 | -13 | 6 | 9
O=C(NCCOc1ccccc1)C1CCN(C(=O)Nc2ccccc2)CC1 | -9 | -1 | -3 | 0.3 | -0.5 | 7 | 1 | 0 | 18
O=[N+]([O-])c1nn(-c2ccc3c(c2)OCCO3)n(O)c1=NC1CCCC1 | -7 | -9 | -7 | -0.6 | -1.1 | 4 | 1 | 3 | 11
O=C(COC(=O)c1cccs1)Nc1ccc(Cl)cn1 | -5 | 5 | -2 | -0.5 | -1.9 | 5 | -1 | 2 | -3
O=C(O)c1ccc(S(=O)(=O)N2CCC(c3nc(-c4ccccc4Cl)no3)CC2)cc1 | -2 | 0 | -3 | -0.4 | -1.0 | 8 | 14 | -4 | 6
CCc1cccc(NC(=O)COc2ccccc2)c1 | 3 | 5 | -1 | 0.1 | 0.6 | -2 | -8 | 8 | 5
Cc1ccccc1-c1nnc(-c2ccccc2C)o1 | 3 | -3 | -1 | -0.1 | -1.3 | -6 | 0 | -3 | 46*
O=C(COC(=O)c1ccccc1Br)Nc1ccc(F)cc1 | 7 | 2 | -1 | 0.6 | 1.0 | 13 | 8 | -6 | 1
COc1ccc(C)cc1NC(=O)COC(=O)c1ccc2c(c1)OCCO2 | -6 | 4 | 0 | 0.1 | -0.7 | 5 | 2 | -2 | 4
COc1ccc(N2C(=O)CSCC2=O)cc1OC | -6 | -8 | -7 | -0.4 | -0.9 | 5 | -1 | -5 | 13
Cn1cc(CN2CCCC(C(=O)c3nccn3C)C2)c(-c2cccc(Cl)c2)n1 (stereo not given) | 3 | 13 | -12 | -1.6 | 0.6 | 3 | x | -7 | 7

Full records, quoted from the list. Screens in order: FAS TE block | CendR NRP1 mod | bovine MsrA act | TbMetRS inhib | MsrA inh | PABP1 MLLE inh | MT1-MMP act inh | E coli Lon inh | SKN-1 inh
`O=C(O)CN1C(=O)/C(=C\c2cccc(OCc3ccc(F)cc3)c2)SC1=S` is entered as -25 | -26 | -3 | 1.0 | 1.3 | 30 | 0 | -2 | -1
`CCn1c(SCC(=O)Nc2sc(C)c(C)c2C#N)nnc1C1CC1` is entered as -4 | -5 | -2 | -0.4 | -0.8 | 0 | 6 | -6 | -5

Later entries.
SMILES | FAS TE block | CendR NRP1 mod | bovine MsrA act | TbMetRS inhib | MsrA inh | PABP1 MLLE inh | MT1-MMP act inh | E coli Lon inh | SKN-1 inh
C=CCn1c(SCc2c(F)c(F)c(F)c(F)c2F)nc(O)cc1=O | 6 | -3 | -4 | 0.5 | -0.5 | 8 | 8 | 0 | 15
O=C(NCc1ccon1)c1ccc(OC2CCN(CCc3ccccc3)CC2)cc1 | -2 | 6 | -2 | 0.1 | -1.3 | -2 | 3 | 4 | 5
C[C@@H]1CN([C@H](C)CO)C(=O)CCCn2nncc2CO[C@@H]1CN(C)C(=O)c1ccncc1 | -7 | 6 | -5 | -1.1 | 0.0 | 11 | -3 | -6 | -10
COC(=O)c1cccc(CN2C(=O)C(C)Sc3ccc(C(C)=O)cc32)c1 (stereo not given) | 14 | -5 | -3 | -0.3 | -0.5 | 4 | -4 | -2 | -17
O=C(Nc1ccccc1)c1cn2ccccc2n1 | -10 | 23 | -15 | -2.1 | -1.0 | 2 | 3 | 7 | 6
CC(C)CNC(=O)COc1ncnc2sccc12 | -6 | -8 | 0 | 0.4 | -0.6 | -1 | -1 | -3 | -9
O=C(COC(=O)CC12CC3CC(CC(C3)C1)C2)Nc1cccnc1Cl | 24 | -11 | 0 | 0.3 | 0.0 | -11 | 5 | -6 | 1
CCOc1ncccc1C(=O)N(C)CC1COc2ccccc2O1 (stereo not given) | -4 | 3 | 0 | 0.1 | -0.3 | 10 | 2 | 4 | 10
Cc1ccc(/C=C2\SC(=S)N(Cc3ccccc3)C2=O)o1 | 24 | -88 | -1 | 0.4 | -0.4 | 7 | -5 | -37 | -10
COc1cccc(-n2nnc3c(=O)n(Cc4ccc(Cl)cc4)cnc32)c1 | 2 | 18 | -1 | -0.6 | 1.2 | 5 | -5 | -1 | -5
COC(=O)CN(c1ccc(OCc2ccccc2)cc1)S(C)(=O)=O | 0 | 0 | -2 | -0.5 | -0.3 | 17 | -5 | 4 | 2
CC(=O)Nc1nc2ccccc2n1CCN(C)C | -7 | 8 | -12 | -1.8 | 1.5 | 6 | -5 | -6 | -4
COc1ccccc1N(CC(=O)NCc1ccc2c(c1)OCO2)C(=O)CCC(=O)Nc1nccs1 | -2 | -1 | -2 | -0.8 | -1.2 | 17 | -4 | -4 | 1
Cc1nc(-c2ccccc2)sc1C1(C)CC(c2ccc([N+](=O)[O-])cc2)=NO1 (stereo not given) | 12 | 6 | 0 | -0.2 | 0.3 | 3 | 2 | -10 | 20
CC1CCCCC1NC(=O)COCc1cc(-c2cccs2)on1 (stereo not given) | 8 | 4 | -4 | 0.6 | 0.1 | 0 | -6 | 4 | 24
CCCCS(=O)(=O)Nc1ccc(Cc2ccncc2)cc1 | -2 | -1 | -3 | -0.4 | 1.2 | -9 | -1 | -3 | 8
O=C(c1ccncc1)c1ccc([N+](=O)[O-])cc1 | 1 | -7 | -4 | -0.2 | 1.2 | 0 | 0 | -2 | -12
O=c1[nH]cnc2c1C1(CCCC1)Cc1ccccc1-2 | -2 | 3 | -3 | -1.3 | 0.1 | -4 | 5 | -3 | 1
CCC(C)Nc1ncnc2c1cnn2Cc1ccc(Cl)cc1 (stereo not given) | 0 | -4 | 0 | -0.4 | 0.3 | -7 | 5 | 0 | 4
